# Integrin act MD: activators of alpha7 integrin expression for muscular dystrophy; alpha7betagal myoblasts, beta-gal FDG fluorescence, 48 h; Potency, µM (top dose mostly 38.3 µM), inactives show at the highest dose activation, actives largely listed as activators; actives 0.064% (n = 350,000); AID 624291;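 also: potency is read from the fitted curve at half-maximal effect; 100% = response of the positive control SU9516; nearly all actives have a fitted effect of over 60% in size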
#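 Alpha7betagal+/- myoblasts (passage 13) were plated 16-24 hr, then exposed to compounds (1:260 dilution of DMSO stock) for 48 hours at 37C. After MPER lysis, β-galactosidase reporter activity was read as FDG fluorescence (ex 480/em 540) after 30 minutes.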
# ASM inhibitor: inhibitors of human secretory acid sphingomyelinase. actives 0.006% (n = 340,000). AID 504937. placental ASM, HMU-PC fluorogenic substrate, 60 min. P17405. Potency, µM (highest dose often 57.5 µM), for the others: top-dose activity change, negative = inhibition, hits mostly inhibitors; also: potency is read from the fitted curve at half-maximal effect
# Target sequence (P17405 47-631 limits assumed): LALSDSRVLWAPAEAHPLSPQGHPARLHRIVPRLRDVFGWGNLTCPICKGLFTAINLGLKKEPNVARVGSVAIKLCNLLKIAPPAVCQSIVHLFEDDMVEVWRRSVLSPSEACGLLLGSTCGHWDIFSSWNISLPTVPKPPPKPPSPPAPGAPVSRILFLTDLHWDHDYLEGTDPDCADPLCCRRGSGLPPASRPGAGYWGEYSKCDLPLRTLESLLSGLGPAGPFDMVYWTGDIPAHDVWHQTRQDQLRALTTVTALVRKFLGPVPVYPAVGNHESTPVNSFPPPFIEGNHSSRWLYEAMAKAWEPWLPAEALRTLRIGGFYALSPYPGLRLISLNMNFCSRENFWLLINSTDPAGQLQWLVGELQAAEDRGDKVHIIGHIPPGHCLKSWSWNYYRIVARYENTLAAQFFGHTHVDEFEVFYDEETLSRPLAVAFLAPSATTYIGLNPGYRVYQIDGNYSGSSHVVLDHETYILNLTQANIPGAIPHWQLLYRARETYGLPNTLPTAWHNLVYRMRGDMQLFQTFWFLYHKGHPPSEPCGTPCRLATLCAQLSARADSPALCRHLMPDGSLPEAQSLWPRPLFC
#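 qHTS format. ASM enzyme prepared from human placenta hydrolyses the fluorogenic substrate HMU-PC0 (9 uM final) over 60 min at 37 °C after a 10 min compound preincubation.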
# USP2a block: blocks human ubiquitin-specific protease USP2a. Potency, µM (highest dose often 38.3 µM), inactives show top-dose activity change, negative = inhibition, hits mostly inhibitors. actives 0.01% (n = 330,000). USP2 core, Ub-CHOP2 coupled fluorogenic reporter, 485/531. O75604. AID 463254;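 also: potency is read from the fitted curve at half-maximal effect; plate controls were DMSO wells for no effect and full inhibition by NEM control for full effect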
#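 Deubiquitinase activity read as fluorescence (485/531 nm) after Ub-CHOP2 cleavage activates the enterokinase reporter on its substrate; USP2 core 10nM, Ub-CHOP2 and substrate 25nM each, 30min compound preincubation then 60min RT; data normalized to NEM, curves fitted.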
# B2AR arrestin: recruits beta-arrestin to the human beta2-adrenergic receptor | Potency, µM (highest dose often 46.1 µM), without a hit: top-dose activation, actives largely listed as activators | P07550 | beta-arrestin recruitment to beta2AR, cell-based reporter | AID 492947 | actives 0.02% (n = 330,000);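 also: potency is read from the fitted curve at half-maximal effect; 0% = DMSO controls and full agonism = EC100 isoproterenol or metaproterenol; nearly all actives have a fitted effect of over 65% in size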
# Target sequence (P07550 whole entry, looked up): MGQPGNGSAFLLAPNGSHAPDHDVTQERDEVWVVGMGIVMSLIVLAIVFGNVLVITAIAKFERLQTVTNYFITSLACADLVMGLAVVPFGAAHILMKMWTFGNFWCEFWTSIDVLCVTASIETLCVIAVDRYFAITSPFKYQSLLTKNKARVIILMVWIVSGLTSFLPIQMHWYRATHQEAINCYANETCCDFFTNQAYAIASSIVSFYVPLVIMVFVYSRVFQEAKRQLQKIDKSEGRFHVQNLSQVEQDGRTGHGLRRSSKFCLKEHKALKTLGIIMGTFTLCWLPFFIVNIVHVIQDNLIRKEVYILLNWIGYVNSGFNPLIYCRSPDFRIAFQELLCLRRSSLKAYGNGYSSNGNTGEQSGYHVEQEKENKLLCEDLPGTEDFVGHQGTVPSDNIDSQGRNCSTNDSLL
# TRPV1 ag: activates the human vanilloid receptor TRPV1 | Q8NER1 | TRPV1-expressing cells, Fluo-8 calcium influx, agonist mode | activation, % at 8.33 µM | actives 0.19% (n = 320,000) | AID 540275; in the data active = activation above about 80%; inconclusive = between about 30% and that limit; also: 0% is about no effect
#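 Fluo-8 calcium influx in TRPV1-expressing cells, kinetic read (ex 480/em 520 nm). Compound added and read 3 min for agonist activity, followed by capsaicin at EC20 final and 2 min further read for enhancement.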
# PTAP TSG101 blk: blocks PTAP/TSG101 interaction to inhibit HIV-1 budding; Potency, µM (highest dose often 115 µM), for the others: top-dose activity change, negative = inhibition, hits mostly inhibitors; Fluorescence polarization, FITC-PTAP peptide / Tsg101 binding; 340,000 tested, under 10 active; active = well fitted inhibition curve with a large enough effect in the main read-out, with a control signal flat, not every such curve was filed as active; inconclusive = small, poorly fitted or top-dose-only effect, or effect the other way, or a change in a side signal; inactive = no such curve, though single readings can be large or run the other way; also: potency is read from the fitted curve at half-maximal effect; % of control where 0% means no effect
#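 Fluorescence polarization binding of Tsg101 binding domain (10 uM final) to FITC-labeled PTAP peptide (50 nM final) in HEPES pH 7.5 buffer with NaCl, Tween 20, EDTA, TCEP. Compounds added before peptide; binding 20 min at RT.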
# ELG1 genotoxic: genotoxicity induction in ELG1-luciferase HEK293T cells | Potency, µM (series often up to 46 µM), for inactives: at the highest dose activity change, positive = activation, most hits filed as activators | actives 1.3% (n = 330,000) | HEK293T ELG1-luciferase reporter, luminescence, 16 h; also: potency is read from the fitted curve at half-maximal effect; % of control where 0% means no effect; nearly all actives have a fitted effect of over 60% in size
#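 After overnight (16 hr) compound treatment at 37 °C, ELG1-luciferase HEK293T cells were lysed with ONE-Glo; luminescence quantified 30 min later at room temperature.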
# p53 reactivation: mutant p53 re-activation in reporter cells; actives 0.063% (n = 320,000); AID 504706; Potency, µM (doses to about 92.2 µM), for the others: top-dose activity change, positive = activation, hits mostly activators; H1299 p53-A138V BP100-luciferase reporter, luminescence, 24 h; also: potency is read from the fitted curve at half-maximal effect; % of control where 0% means no effect; nearly all actives have a fitted effect of over 45% in size
#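 p53-null H1299 cells stably carrying temperature-sensitive p53-A138V and a BP100-luciferase reporter were pinned with compounds (4-point, 1:5 series) and held 24 hrs at 37 deg C. Luminescence was read 10 min after detection reagent.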
# BRCA1 expr up: BRCA1 expression activation. actives 1.1% (n = 380,000). AID 624202. MCF7-BRCA1-FFLuc reporter, luminescence, 48 h; response scale: scaled: vehicle 0%, 10 µM genistein 100%. Potency, µM (highest dose often 46.1 µM), inactives show at the highest dose activation, usual class: activators; also: potency is read from the fitted curve at half-maximal effect; nearly all actives have a fitted effect of over 80% in size; some results filed as inactive show a strong effect at the top dose
#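 Using MCF7 cells harboring a BRCA1 firefly luciferase reporter, plated 2 h before compound pinning, the screen measured luminescence after 48 h incubation. Responses were normalized to DMSO and 10 microM genistein, then fitted for concentration-effect.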
# uPA generation: blocks generation of uPA at the cell surface; AID 540303; Potency, µM (doses to about 38.3 µM), for inactives: top-dose activity change, negative = inhibition, actives largely listed as inhibitors; cell surface uPA generation assay, qHTS; actives 0.31% (n = 330,000); active = well fitted inhibition curve with a large enough effect; inconclusive = small, poorly fitted or top-dose-only effect; inactive = no such curve, though single readings can be large or run the other way; tested in mouse RAW 264.7 cells; also: potency is read from the fitted curve at half-maximal effect; % is scaled to controls: 0 for no effect and ±100 for the full control effect; nearly all actives have a fitted effect of over 55% in size
# Eya2 phos inh: inhibitors of human Eya2 phosphatase activity; O00167; Potency, µM (highest dose often 76.9 µM), inactives show at the highest dose activity, negative = inhibition, usual class: inhibitors; actives 0.006% (n = 330,000); recombinant Eya2, OMFP fluorescence dephosphorylation (OMFP is methylfluorescein phosphate); also: potency is read from the fitted curve at half-maximal effect; % is scaled to controls: 0 for no effect and ±100 for the full control effect
#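 Eya2 protein (added as 0.2 uM solution) was preincubated with compound for 10 min at ambient temperature in 50 mM HEPES pH 7.5, 50 mM NaCl, 5 uM MgCl2, 0.05% BSA, 1 mM DTT. OMFP (added at 50 uM) then reacted 10 min; fluorescence read at 485/525 nm.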
# Starred values were filed as active, the others as inactive; ? = inconclusive; / = no result given; [ ] = remark or other dose. Unless noted, calls follow the shape of the dose curve; as a rule, active = well fitted curve in the direction sought with a large enough effect; inconclusive = small, poorly fitted or top-dose-only effect, or another doubt; inactive = no such curve, though single readings can be large; an effect the other way counts as inactive or inconclusive.
SMILES,Integrin act MD,ASM inhibitor,USP2a block,B2AR arrestin,TRPV1 ag,PTAP TSG101 blk,ELG1 genotoxic,p53 reactivation,BRCA1 expr up,uPA generation,Eya2 phos inh
Cc1ccc(C)c(NC(=O)c2ccccc2Sc2ccc([N+](=O)[O-])cc2Cl)c1,5%,-15%,3%,-1.1%,-1,-2%,-4%,7%,-46%,3%,1%
COc1ccc(OCC(=O)NC(=S)Nc2ccc3c4c(cccc24)CC3)cc1,11%,-7%,0%,-0.5%,1,1%,2%,-2%,0%,-2%,8%
Cc1ccc(/C=N/NC(=S)N2CCOCC2)cc1,-36%,2%,2%,-0.5%,26,-6%,?,?,-36%,-1%,3%
C/C(=N\Nc1ccc(C(=O)O)cc1)c1ccc(Cl)s1,-14%,4%,2%,0.0%,-7,-2%,8%,8%,58%,6%,7%
O=C(NCc1ccccc1)C1CCN(S(=O)(=O)c2ccc(Cl)cc2)CC1,-9%,0%,2%,-0.3%,10,-2%,-1%,-5%,-10%,-3%,-18%
N#Cc1ccc(OCC(=O)Nc2cccc(S(=O)(=O)NC3=NCCCCC3)c2)cc1,-3%,2%,-1%,0.1%,-3,0%,-1%,0%,-17%,-1%,-16%
COc1ccc(S(=O)(=O)N2CCC(C(=O)N3CCc4ccccc4C3)CC2)cc1OC,-7%,0%,2%,-0.1%,-2,-1%,-2%,-3%,-16%,3%,-13%
CCCc1cc(=O)n2[nH]c(NCc3ccccc3F)nc2n1,-9%,3%,0%,-0.2%,0,-5%,-3%,3%,7%,2%,15%
CCCCNCc1cc(OCC)c(OCC)cc1Br,-24%,3%,3%,2.8%,3,-2%,-3%,7%,1%,-1%,-5%
O=c1c(CO)cc(CO)cc(CO)c1O,?,-2%,-2%,-0.6%,-3,-1%,1%,5%,-1%,7%,-8%
CC1(C)NC(=O)N(CCCOc2ccccc2Br)C1=O,12%,5%,-1%,-0.8%,13,-3%,?,11%,?,-1%,-11%
COc1ccc(N=C2S/C(=C\c3cccs3)C(=O)N2CC(C)C)cc1,-15%,-12%,0%,2.6%,2,-1%,0%,4%,-18%,1%,8%
O=C(CNc1cc(S(=O)(=O)N2CCCC2)ccc1OCC(F)(F)F)Nc1ccc(SC(F)F)cc1,-16%,-8%,-9%,4.2%,24,-1%,-9%,9%,-88%,-18%,-3%
CCOCCCn1c(=S)[nH]c2cc(C(=O)NCCN(CC)CC)ccc2c1=O,-1%[7.66 µM],9%,2%,-0.4%,-6,1%,1%,-5%,-53%,-1%,-4%
CCOc1c(Cl)cc(/C=N/O)cc1OC,22%,2%,2%,0.1%,1,-5%,1%,-1%,29%,1%,2%
CCc1ccc(/C=N/Nc2nn[nH]n2)cc1,0%,1%,-1%,-0.7%,-1,-5%,4%,-3%,-6%,-1%,6%
O=C1/C(=C/c2ccc(O)c(O)c2)SC(=S)N1Nc1ccccc1,-7%,?,-1%,0.1%,14,9%,-8%,10%,84%,-7%,-1%
CCCc1cc(=O)oc2cc(C)cc(OCC(=O)N3CCC(C(=O)O)CC3)c12,6%,8%,-2%,-0.8%,0,2%,2%,7%,7%,6%,4%
CCOC(=O)c1sc(Nc2nc(C)cc(C)n2)nc1C,20%,-7%,0%,-0.1%,14,0%,1%,-1%,-55%,?,-15%
COC(=O)c1ccc(/C=N\NC(=O)CC(=O)NCCc2ccccc2)cc1,8%,-3%,2%,0.0%,1,6%,-2%,-2%,1%,-3%,-6%

# The closing 5 entries of the part before lead into the next.
SMILES,Integrin act MD,ASM inhibitor,USP2a block,B2AR arrestin,TRPV1 ag,PTAP TSG101 blk,ELG1 genotoxic,p53 reactivation,BRCA1 expr up,uPA generation,Eya2 phos inh
CCc1ccc(/C=N/Nc2nn[nH]n2)cc1,0%,1%,-1%,-0.7%,-1,-5%,4%,-3%,-6%,-1%,6%
O=C1/C(=C/c2ccc(O)c(O)c2)SC(=S)N1Nc1ccccc1,-7%,?,-1%,0.1%,14,9%,-8%,10%,84%,-7%,-1%
CCCc1cc(=O)oc2cc(C)cc(OCC(=O)N3CCC(C(=O)O)CC3)c12,6%,8%,-2%,-0.8%,0,2%,2%,7%,7%,6%,4%
CCOC(=O)c1sc(Nc2nc(C)cc(C)n2)nc1C,20%,-7%,0%,-0.1%,14,0%,1%,-1%,-55%,?,-15%
COC(=O)c1ccc(/C=N\NC(=O)CC(=O)NCCc2ccccc2)cc1,8%,-3%,2%,0.0%,1,6%,-2%,-2%,1%,-3%,-6%
COc1ccc(/C=C2\CCn3c2nc2ccccc2c3=O)cc1OC,-17%,151%[activator],1%,-0.6%,-1,-5%,?,/,?,12%,4%
NC(=O)C1CCN(Cc2nc3ccccc3c(=O)[nH]2)CC1,-8%,5%,3%,0.0%,2,-5%,1%,-2%,1%,3%,4%
COc1cc(C(=O)N(c2ccc(C)c(C)c2)C2C=CS(=O)(=O)C2)cc(OC)c1OC (stereo not given),-6%,3%,1%,0.0%,0,2%,0%,-2%,-28%,2%,6%
Oc1cccc(C(O)CNCc2ccc(OCc3ccc(Cl)cc3Cl)cc2)c1 (stereo not given),-5%,1%,-1%,0.5%,-4,-3%,-6%,-4%,-8%,-10%,-5%
O=C(CNC(=O)c1cccnc1)N/N=C/c1cc(Br)c(O)c(Br)c1,?,5%,2%,-0.1%,-2,-4%,0%,-5%,1%,6%,2%
Cc1noc(C)c1COc1ccc(C(=O)NNC(=O)c2ccccc2O)cc1,-24%,5%,0%,0.2%,-3,2%,-4%,1%,-61%,-9%,-16%
CCOc1ccc2[nH]c(=O)c(CN(CCOC)C(=O)N3CCOCC3)cc2c1,-20%,55%[activator],3%,-0.2%,0,-6%,6%,-6%,-13%,-2%,-4%
COC(=O)C1=C(C)NC(=O)CC1c1cccc(Cl)c1Cl (stereo not given),4%,0%,1%,0.1%,-5,-3%,-1%,0%,0%,-2%,6%
Cc1ccc(CCNC(=O)c2cc(-c3ccncc3)nc3ccc(S(=O)(=O)N4CCOCC4)cc23)cc1,?,-3%,-1%,0.2%,0,-2%,4%,6%,-11%,8%,2%
Cc1nc2ccc(C(=O)NCc3ccc4c(c3)OCO4)cc2s1,9%,-1%,4%,0.5%,8,-3%,14%,-1%,50%,-2%,13%
COc1ccc(C2CC(O)(C(C)(C)O)NO2)cc1 (stereo not given),-16%,1%,2%,-0.2%,0,-2%,0%,?,33%,-16%,-7%
CCCn1c(N)c(C(=O)COC(=O)CCS(=O)(=O)c2ccc(C)cc2)c(=O)[nH]c1=O,12%,3%,0%,0.1%,-2,0%,0%,-12%,0%,3%,-7%
CCSc1nnc(NC(=O)/C=C/c2ccc3c(c2)OCO3)s1,/,/,1%,-1.8%,-2,/,7%,17%,/,/,1%
COc1ccc(C(=O)CSc2nnc(-c3cccs3)n2-c2ccccc2)cc1,12%,4%,-1%,0.1%,0,0%,?,0%,-46%,-5%,-5%
COC(=O)c1ccc(OCCOc2ccccc2)cc1,31%,4%,1%,0.0%,5,1%,?,19%,5%,12%,-11%
Cc1ccc(NC(=O)c2cc(NC(=O)C3CC=CCC3C(=O)O)ccc2N2CCOCC2)cc1Cl (stereo not given),-24%,-8%,0%,0.4%,1,-7%,-4%,-1%,-5%,0%,13%
COc1ccc(C(=O)NCC(=O)N/N=C/c2c(C)[nH]c3ccccc23)cc1OC,1%,-2%,0%,0.2%,4,0%,-1%,-10%,0%,-1%,-3%

# Profiles as entered above:
# Results for COc1ccc(C(=O)NCC(=O)N/N=C/c2c(C)[nH]c3ccccc23)cc1OC → Integrin act MD = 1%; ASM inhibitor = -2%; USP2a block = 0%; B2AR arrestin = 0.2%; TRPV1 ag = 4; PTAP TSG101 blk = 0%; ELG1 genotoxic = -1%; p53 reactivation = -10%; BRCA1 expr up = 0%; uPA generation = -1%; Eya2 phos inh = -3%
# Results for COc1ccc(C(=O)CSc2nnc(-c3cccs3)n2-c2ccccc2)cc1 → Integrin act MD = 12%; ASM inhibitor = 4%; USP2a block = -1%; B2AR arrestin = 0.1%; TRPV1 ag = 0; PTAP TSG101 blk = 0%; ELG1 genotoxic = ?; p53 reactivation = 0%; BRCA1 expr up = -46%; uPA generation = -5%; Eya2 phos inh = -5%
